# From PubChem BioAssay
# CAL PDZ FP-1: blocks peptide binding to human CAL PDZ domain; inhibition, % at 20 µM; purified CAL PDZ, TMR-peptide fluorescence polarization, 1 h; 330,000 tested, 0.02% active; AID 504414; Q9HD26;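 active = highest replicate inhibition of at least 40%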;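 also: plate controls were DMSO neutral control wells for no effect and unlabeled competitor peptide control wells for full effect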
#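 System: purified tagged CAL PDZ domain construct (CerCALP). Schedule: 1 h incubation at room temperature before polarization reading. Medium: 25 mM sodium phosphate pH 7.4, 150 mM NaCl, TCEP, IgG, Thesit. Read-out: percent inhibition from loss of millipolarization. Measured by: FP readout, S and P plane fluorescence. Probe or stimulus: fluorescent TMR peptide probe.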
# DSG3 Ab inh: inhibitors of pemphigus antibody binding to human desmoglein-3; P32926; DSG3-coupled beads, scFv-anti-DSG3-GFP binding, flow cytometry; active compounds read low; binding (percent of control), % at 10 µM; 310,000 tested, 0.48% active; AID 588358;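 active = binding more than 3 SD below its plate's average and above zero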;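 also: hits lower antibody fragment binding to DSG3; some compounds called inactive have numbers as strong as hits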
# Keap1 Nrf2 FP: inhibitors of human Keap1-Nrf2 protein-protein interaction. inhibition, % at 9.4 µM. Q14145. Keap1 Kelch-Nrf2 peptide fluorescence polarization, 1536-well. 340,000 tested, 0.15% active; in the data active = inhibition above about 12%;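 also: human Keap1 Kelch domain with fluorescein labeled Nrf2 9mer peptide probe; 0% = neutral control wells and 100% = peptide positive control; higher means more block of Keap1 binding to Nrf2 peptide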
# Arrestin-AP2 inh: inhibitors of human beta-arrestin and AP2 interaction; FITC-arrestin peptide / GST-AP2 beads, flow cytometry; AP2 beta2 appendage carries R879A mutation; inhibition, % at 10 µM; 340,000 tested, 0.31% active; AID 504490;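 active = inhibition above a set limit, near 3 SD of compounds lacking own fluorescence, cut at about 54% in these data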;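 also: plate controls were DMSO wells for no effect and 5 µM unlabelled arrestin peptide for full effect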
#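 system = GST-tagged AP2 beta2-adaptin appendage (R879A) on 4 µm glutathione beads | reagent = FITC-labelled arrestin peptide probe, 50 nM final | schedule = compound with beads 12 min RT, then probe 1 h RT | signal = HyperCyt-sampled flow cytometry, FL1 channel, ex 488/em 535 nm | read-out = percent response from loss of bead-bound FITC fluorescence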
# DAGLB inh: blocks human DAGLB lipase activity; HEK293T DAGLB membrane lysate, EnzChek fluorogenic substrate; inhibition, % at 5.17 µM; 340,000 tested, 0.059% active; AID 504411; in the data active = inhibition above about 34%;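 also: 0% = enzyme with vehicle and 100% = wells lacking enzyme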
# Target sequence (Q8NCG7 whole entry, looked up): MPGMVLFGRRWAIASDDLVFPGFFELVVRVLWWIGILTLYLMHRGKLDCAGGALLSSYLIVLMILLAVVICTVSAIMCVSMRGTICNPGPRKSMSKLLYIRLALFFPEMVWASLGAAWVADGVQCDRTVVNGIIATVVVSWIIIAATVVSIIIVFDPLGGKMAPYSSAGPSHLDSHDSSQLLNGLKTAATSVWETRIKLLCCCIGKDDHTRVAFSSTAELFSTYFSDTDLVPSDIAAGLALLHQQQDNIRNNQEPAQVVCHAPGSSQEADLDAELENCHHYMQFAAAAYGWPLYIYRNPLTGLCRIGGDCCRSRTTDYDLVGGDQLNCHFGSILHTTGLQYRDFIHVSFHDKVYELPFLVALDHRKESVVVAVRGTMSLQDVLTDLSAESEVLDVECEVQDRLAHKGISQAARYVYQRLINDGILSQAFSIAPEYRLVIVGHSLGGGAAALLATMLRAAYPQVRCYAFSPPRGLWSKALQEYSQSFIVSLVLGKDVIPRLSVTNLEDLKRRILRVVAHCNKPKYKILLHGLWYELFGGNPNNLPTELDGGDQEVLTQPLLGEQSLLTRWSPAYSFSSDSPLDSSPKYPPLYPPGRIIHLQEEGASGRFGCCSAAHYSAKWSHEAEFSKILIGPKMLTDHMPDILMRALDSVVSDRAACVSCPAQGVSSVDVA
# RTF Ca sens inh: cardiac RTF calcium desensitization; P19429+P45379; IANBD-labeled cardiac RTF, Ca2+ fluorescence; inhibition, % at 7.15 µM; 340,000 tested, 0.12% active; AID 493244;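 active = inhibition above the mean inhibition of all tested compounds plus 3 SD, cut at about 17% in these data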;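 also: assay run at fixed EC70 calcium of 1.6 mM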
# LANA DNA inh: inhibitors of KSHV LANA C-terminal domain DNA binding; AID 504423; MBP-C-LANA/FAM-LBS DNA binding, fluorescence polarization; 340,000 tested, 0.078% active; inhibition, % at 9 µM;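 active = highest replicate inhibition at or above 60% at 9 µM, even if other replicates fall short; inactive = all replicates below 60% inhibition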;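 also: 0% = neutral control wells and 100% = 4 µM acridine orange control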
# CAL PDZ FP-2: blocks peptide binding to the human CAL PDZ domain | Q9HD26 | AID 602252 | 300,000 tested, 0.92% active | purified CAL PDZ, TMR-peptide fluorescence polarization, 1 h | inhibition, % at 24.9 µM;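 active = mean inhibition of at least 30% with at least half of replicates also reaching 30%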;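 also: 0% = DMSO neutral control and 100% = excess unlabeled competitor peptide PRC23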
# NSD2 HMT inh: blocks human histone methyltransferase NSD2; O96028; NSD2 peptide methylation, AlphaScreen, 120 min; inhibition, % at 12.5 µM; 310,000 tested, 0.54% active; AID 743445; in the data active = inhibition above about 50%
# V-ATPase pHluor: alters yeast V-ATPase proton transport; AID 504577; response, % at 10 µM; 350,000 tested, 0.37% active; S. cerevisiae, pHLuorin cytosolic pH fluorescence; in the data active = response mostly above about 7.3%, no sharp cut-off; inactive = mostly below about 5.4%; also: actives read high; inactives centre near 0; some compounds called inactive have numbers as strong as hits; reference of the scale not given here
# * hit, by the source's call; x = no result given. A portion of the library (hit frequency here may not be typical).
# Value order: CAL PDZ FP-1	DSG3 Ab inh	Keap1 Nrf2 FP	Arrestin-AP2 inh	DAGLB inh	RTF Ca sens inh	LANA DNA inh	CAL PDZ FP-2	NSD2 HMT inh	V-ATPase pHluor
> CC1CCN(C(=O)COC(=O)C23CC4CC(CC(O)(C4)C2)C3)CC1
→ -1.5	101	-3	-9	0	0	-1.4	9	0	4
> Cc1csc(NC(=O)CSc2nnc(Cc3cccn3C)n2CCc2ccccc2)n1
→ -1.7	109	-9	11	0	0	1.2	1	x	0
> NC(CO)C12CC3CC(CC(C3)C1)C2 (stereo not given)
→ 0.5	111	-3	13	0	-9	0.6	-4	x	1
> S=C(c1ccccc1)N1CCCc2ccccc21
→ 0.0	101	0	2	-2	8	0.3	10	8	1
> COc1ccc(C(=O)N/C(=C\c2ccccc2)C(=O)NC(CC(C)C)C(=O)O)cc1 (stereo not given)
→ -1.3	102	-1	1	-2	-6	1.0	-5	-4	x
> O=C(CC1Oc2ccccc2NC1=O)NCc1ccccc1 (stereo not given)
→ 0.6	109	-2	-7	0	-6	-1.3	-1	x	4
> CSCC[C@H](NS(=O)(=O)c1ccc(C)cc1)C(=O)N1CCC(C(=O)N[C@@H](C)C(=O)O)CC1
→ 0.2	99	3	12	1	2	2.1	3	x	2
> Cc1nn(C)c(C(=O)NCc2ccc(Cl)cc2)c1Cl
→ -0.6	105	-3	-8	-2	-8	-1.1	0	-3	2
> Cc1cc(C)c(S(=O)(=O)N2CCN(C(=O)N3CCCCC3)CC2)c(C)c1
→ 0.2	110	1	6	-2	-2	-2.3	-5	-4	7
> c1ccc(C2[C@H]3CN(CC4CCCCC4)[C@H](c4ccccc4)C34CC2(c2ccccc2)C4)cc1 (stereo not given in full)
→ 0.1	102	-10	10	-6	-3	-0.1	-1	x	7
> CCOC(=O)C(C(=O)Nc1nc2ccccc2s1)C1CCCCC1 (stereo not given)
→ -1.6	x	-4	-4	-3	10	1.2	x	x	-4
> Cc1ccc(S(=O)(=O)c2nc(Cc3ccccc3)oc2N2CCOCC2)cc1
→ 0.0	102	-11	14	3	-3	-0.1	x	x	1
> Cc1ccc(NC(=O)C2C3C=CC4(O3)C2C(=O)N(CCCN2CCCCC2)C4C(=O)NC2CCCCC2)cc1C (stereo not given)
→ -0.3	117	0	27	0	0	1.6	-2	-1	0
> O=C(NCCc1ccccc1)Nc1ccc2c(c1)OCO2
→ -2.7	108	-1	-9	-5	5	0.5	1	-4	-2
> O=C1C2C3C=CC(C3)C2C(=O)N1CC1CCCO1 (stereo not given)
→ 0.2	88	0	8	0	1	0.6	0	7	0
> O=C(Cc1coc(-c2ccc(F)cc2)n1)Nc1ccccc1
→ -0.7	105	-5	-7	-3	0	-1.5	-2	0	1
> COC(=O)C1CCN(CC(=O)Nc2ccc(C(=O)Nc3ccccc3OC)cc2)CC1
→ -0.5	115	1	5	-1	-6	3.7	3	-1	4
> COc1ccc(NC(=O)CN(C)C(=O)CNC(=O)C2CCCCC2)cc1
→ -3.4	102	-3	16	-3	2	-0.5	0	-1	-4
> COCCN(CCOC)S(=O)(=O)c1ccc(C(=O)Nc2nc(C)c(C(C)=O)s2)cc1
→ -0.9	105	5	-8	-3	4	3.9	-1	x	-3
> Cc1ccc(-c2csc3nc4c5ccccc5c(NCCCN(C)C)nn4c(=O)c23)cc1
→ -8.0	101	-12	-19	3	-10	-26	x	x	-5
> CCOC(=O)c1ccc(N2C(=O)CC(N3CCC(C(=O)OCC)CC3)C2=O)cc1 (stereo not given)
→ x	109	0	-4	1	-6	0.1	-2	-2	1
> COCCCNC(=O)c1ccc2c3c(onc13)-c1ccccc1C2=O
→ 0.1	100	79*	45	17	-5	18	x	53*	7
> C=CCNc1nc(N)c([N+](=O)[O-])c(Nc2cccc(Cl)c2)n1
→ -0.1	95	-1	44	-1	-2	-0.2	-3	2	-3
> O=C(CC1C(=O)NCCN1CC1CCCCC1)NCc1ccc(F)cc1 (stereo not given)
→ -0.6	107	-9	-1	2	4	1.1	-3	x	4
> CCC(=O)NC(c1cccc([N+](=O)[O-])c1)c1c(OC(C)=O)ccc2ccccc12 (stereo not given)
→ x	102	-4	5	-2	-3	-0.1	-3	3	0
> O=S(=O)(c1ccc(Cl)cc1)N1CCN(Cc2cccnc2)CC1
→ -0.8	x	-2	-22	1	-10	1.0	x	0	2
> OC(COCc1cccs1)CN1CCN(c2cccc(C(F)(F)F)c2)CC1 (stereo not given)
→ -1.0	105	4	1	-9	0	0.0	5	0	5
> Cc1ccc(C)c(N2N=C(C(=O)Nc3ccccc3N3CCCC3)CCC2=O)c1
→ -3.0	x	-4	12	-7	3	-1.8	2	9	1
> Cc1ccc(N2CC(C(=O)Nc3ccc(N(C)C)cc3)CC2=O)cc1C (stereo not given)
→ 0.6	98	-4	7	-2	-8	2.8	60*	3	1
> COC(=O)c1nnn(-c2nonc2N)c1CSc1ccc(Cl)cc1
→ -2.1	104	1	21	-5	-11	-0.7	6	-1	-3
> N/C(=N\OC(=O)Nc1ccccc1)c1cccc(C(F)(F)F)c1
→ -1.4	124	-3	26	-1	-12	-1.5	-3	-2	2
> Cc1cc(Cn2nnc3ccccc32)c(O)c(C(C)(C)C)c1
→ -0.1	113	-5	14	-6	2	-0.1	3	x	0
> O=C(NCCc1c[nH]c2ccccc12)Nc1cccc2ccccc12
→ -0.4	100	1	3	-10	-3	0.5	-2	-1	-7
> Cc1ccc(Nc2cc(C)c3c(O)cccc3n2)cc1C
→ 1.4	102	-1	-12	0	8	-0.4	2	x	2
> O=C(Nc1cccc(Cl)c1)C1COc2ccccc2O1 (stereo not given)
→ -1.0	109	0	23	-7	-15	-1.2	-2	-2	0
> Cc1ccccc1NC(=O)C(=O)NCCc1ccccc1
→ -0.9	99	-2	26	-3	4	0.0	-6	0	1
> Clc1ccccc1NN(Cc1ccccn1)c1ccccc1Cl
→ x	100	x	x	-5	x	x	x	0	-4
> CCOC(=O)c1nnn2c1nc(N1CCOCC1)c1ccccc12
→ x	109	x	-8	x	x	x	x	0	0
> CCOC(=O)N1CCN(C(=O)C2CCN(S(=O)(=O)c3ccc(OCC)cc3)CC2)CC1
→ -2.1	111	-6	-13	1	-4	-0.1	-2	5	0
> CCCN(C#N)c1nc(NCC)nc(NC(C)C)n1
→ 0.5	102	-3	4	-9	-3	-0.8	-3	1	1
> CC(=O)Nc1ccc(S(=O)(=O)NC(C(=O)O)C(C)O)cc1 (stereo not given)
→ -1.6	99	3	54*	-2	-1	-0.3	-1	-3	-3
> CCOC(=O)C1=C(C)NC(=O)NC1c1ccc(NC(C)=O)cc1 (stereo not given)
→ -0.8	104	-4	13	6	2	-1.0	-2	1	-2
> CCOC(=O)C1=C(C)NC(=O)NC1c1ccc(Br)o1 (stereo not given)
→ 1.1	81	-4	-17	3	4	0.6	0	-2	0
> CCCCn1nc2cc(C(=O)NC[C@@H]3CCCO3)ccc2c1OCC
→ -1.3	x	2	-5	2	-4	0.3	-2	x	2
> COc1ccccc1NC(=O)CSc1nc(O)cc(=O)n1-c1ccccc1OC
→ x	99	2	15	3	-2	-1.2	-3	2	12

# Exported bar-delimited: entries from further up.
molecule | CAL PDZ FP-1 | DSG3 Ab inh | Keap1 Nrf2 FP | Arrestin-AP2 inh | DAGLB inh | RTF Ca sens inh | LANA DNA inh | CAL PDZ FP-2 | NSD2 HMT inh | V-ATPase pHluor
Cc1ccc(-c2csc3nc4c5ccccc5c(NCCCN(C)C)nn4c(=O)c23)cc1 | -8.0 | 101 | -12 | -19 | 3 | -10 | -26 | x | x | -5
CCOC(=O)c1ccc(N2C(=O)CC(N3CCC(C(=O)OCC)CC3)C2=O)cc1 (stereo not given) | x | 109 | 0 | -4 | 1 | -6 | 0.1 | -2 | -2 | 1
COCCCNC(=O)c1ccc2c3c(onc13)-c1ccccc1C2=O | 0.1 | 100 | 79* | 45 | 17 | -5 | 18 | x | 53* | 7

# More structures:
# Value order: CAL PDZ FP-1	DSG3 Ab inh	Keap1 Nrf2 FP	Arrestin-AP2 inh	DAGLB inh	RTF Ca sens inh	LANA DNA inh	CAL PDZ FP-2	NSD2 HMT inh	V-ATPase pHluor
> Cc1cc2cc(CCNC(=O)c3ccc(S(=O)(=O)N4CCOCC4)cc3)c(=O)[nH]c2cc1C
→ -2.8	102	0	31	-2	-3	-0.1	-2	x	-4
> CCCn1c(CN2CCCCC2C)nc2c1c(=O)n(C)c(=O)n2C (stereo not given)
→ -0.6	107	4	-11	0	-8	1.5	-6	x	-1
> COc1ccc2c(c1)C(NS(=O)(=O)OCC(Cl)(Cl)Cl)CCC2 (stereo not given)
→ -0.8	103	-1	-1	-1	9	1.5	0	x	7
> O=C(O)c1cccc2c1/C(=N/O)c1ccccc1-2
→ -0.3	106	5	6	-5	-3	-0.4	x	1	-3
> COC(=O)CN1C(=O)C2(OCCCO2)c2cc(Br)ccc21
→ -1.5	125	-1	9	2	-10	0.0	-1	-1	4
> Cc1oc(-c2ccccc2Cl)nc1CS(=O)(=O)CC(=O)N1CCOCC1
→ -0.1	100	-2	10	-2	-4	-1.0	x	x	-6
> C#CCNc1nc(C(C)C)nc2c1nnn2Cc1ccccc1F
→ -2.0	105	-6	-2	-5	1	1.6	-1	x	4
> CCc1nc(SCC(=O)NCc2ccccc2)c2c(=O)n(C)c(=O)n(C)c2n1
→ -1.3	98	-4	-9	-4	-1	-0.7	-6	x	-4
> O=S(=O)(NCC(c1ccc2c(c1)OCO2)N1CCOCC1)c1ccc(Br)cc1 (stereo not given)
→ -2.8	104	-2	6	2	-6	-2.2	-1	x	7
> C=CCOc1ccc(/C=C2\N=C(C)OC2=O)cc1OC
→ -1.2	x	-5	-12	1	-7	1.6	-1	-3	-2
> CC(C)c1cccc(C(C)C)c1NC(=O)COC(=O)C1=COCCO1
→ -0.5	117	3	36	-2	2	1.5	6	-1	1
> N[C@H](CSCc1ccccc1)C(=O)Nc1ccc([N+](=O)[O-])cc1
→ -0.9	124	0	46	-7	5	0.2	-4	-1	-1
> COc1cc(NC(=O)c2ccccn2)cc(OC)c1OC
→ -6.2	96	-4	7	-1	-9	-0.4	0	0	5
> COc1ccc(C(=O)NCCC2=CCCCC2)cc1OC1CCN(C(C)C)CC1
→ -0.7	x	-6	-16	3	0	2.6	-5	10	-4
> CC(C)OC(=O)CC1C(=O)NCCN1C(=O)COc1ccc(C(C)(C)C)cc1 (stereo not given)
→ -2.0	91	0	-10	3	9	-1.2	-2	4	3
> Cc1ccc(NCC(=O)N=Nc2c(O)n(C)c3ccccc23)cc1
→ -0.8	107	0	-8	-1	-3	0.0	x	17	-3
> CCN(CC)C(=O)CSc1nc2ccc(NC(=O)CSc3nccn3C)cc2s1
→ -1.7	115	-1	16	2	-2	0.7	-5	x	3
> CC(C)(C)NC(=O)C(c1cccs1)N(CC1CCCO1)C(=O)Cn1nnc(-c2cccs2)n1 (stereo not given)
→ -1.5	105	2	-3	1	-6	-0.3	-2	4	-2
